Bioassay records from PubChem BioAssay.
MLLE-PAM2 inh – inhibitors of microRNA-mediated deadenylation, human PABP1 MLLE binding. P11940. GST-MLLE / FITC-PAM2 fluorescence polarization. inhibition, % at 20 µM. actives 0.36% (n = 360,000). AID 588489; in the data active = inhibition above about 35%, passing the limit was not always enough;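 note: plate controls were DMSO wells with GST-MLLE for no effect and wells lacking GST-MLLE protein for full effect; some results filed as inactive read as strong as hits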
eLon inh – inhibits E. coli Lon protease. P0A9M0. purified E. coli Lon protease, fluorescence polarization. inhibition, % at 7.94 µM. actives 0.42% (n = 360,000). AID 602123; in the data active = inhibition above about 13%, passing the limit was not always enough;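 note: 0% = enzyme with probe and DMSO and 100% = no enzyme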
Target sequence (P0A9M0 whole entry, looked up): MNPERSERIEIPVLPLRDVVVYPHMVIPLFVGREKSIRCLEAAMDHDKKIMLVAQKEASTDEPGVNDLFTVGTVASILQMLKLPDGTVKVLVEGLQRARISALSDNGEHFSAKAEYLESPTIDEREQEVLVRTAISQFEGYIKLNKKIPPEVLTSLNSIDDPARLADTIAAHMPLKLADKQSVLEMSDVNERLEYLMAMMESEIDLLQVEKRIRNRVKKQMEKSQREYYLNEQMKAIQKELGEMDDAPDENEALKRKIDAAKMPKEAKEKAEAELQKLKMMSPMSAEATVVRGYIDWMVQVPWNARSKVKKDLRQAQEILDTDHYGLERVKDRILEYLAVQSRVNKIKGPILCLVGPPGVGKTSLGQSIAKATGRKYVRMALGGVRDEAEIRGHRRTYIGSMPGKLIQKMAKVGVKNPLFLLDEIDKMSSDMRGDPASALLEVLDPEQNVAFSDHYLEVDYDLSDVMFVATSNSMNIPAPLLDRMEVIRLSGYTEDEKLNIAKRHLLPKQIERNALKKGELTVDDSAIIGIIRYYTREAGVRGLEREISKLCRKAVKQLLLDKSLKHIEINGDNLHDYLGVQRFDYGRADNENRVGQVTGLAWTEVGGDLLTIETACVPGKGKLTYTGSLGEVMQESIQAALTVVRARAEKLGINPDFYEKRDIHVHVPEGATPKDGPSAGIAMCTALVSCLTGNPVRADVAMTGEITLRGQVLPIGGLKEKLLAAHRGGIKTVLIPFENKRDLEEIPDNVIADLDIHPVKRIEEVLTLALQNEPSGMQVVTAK
MsrA inh – inhibits bovine methionine sulfoxide reductase A. purified bovine MsrA, absorbance read-out. inhibition, % at 15.5 µM. actives 0.75% (n = 360,000). AID 651718; in the data active = inhibition above about 4.5%;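 note: 0% = vehicle wells with enzyme and 100% = reference inhibitor wells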
MT1-MMP act inh – blocks activation of human MT1-MMP. P50281. actives 0.061% (n = 360,000). HT1080 RFP-PRO-GFP cells, GFP/RFP ratio fluorescence, overnight; percent of plate control window, DMSO zero. GFP/RFP ratio change, % at 20 µM;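 active = GFP/RFP ratio change of at least 30% with cell ATP level not reduced by more than half and red fluorescence within 50% of control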; note: strong numbers were not always called active
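Assay system – RFP-PRO-GFP reporter HT1080 cells · Compound dosing – single dose of 20 µM compound, 1% DMSO final · Incubation – overnight compound exposure at 37 °C · Measure – GFP/RFP fluorescence ratio · Benchmarks – DMSO wells and RFP-L50D-GFP cells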
FAS-TE inh – inhibitors of human fatty acid synthase thioesterase domain; recombinant FAS-TE, OMFH fluorogenic substrate, fluorescence endpoint; inhibition, % at 15 µM; actives 0.67% (n = 360,000);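 active = compounds whose normalised, plate-corrected inhibition of enzyme fluorescence in the single-dose primary screen is 50% or more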;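 note: 0% = DMSO with enzyme and 100% = substrate without enzyme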
CendR NRP1 mod – NRP-1/CendR interaction modulation. FAM-RPARPAR peptide binding to NRP-1, fluorescence polarization. inhibition, % at 25 µM. actives 0.85% (n = 360,000);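 active = inhibition or corrected inhibition above about 18%, plus a signal ratio from 0.5 to 1.5, limit read from the data, passing the limit was not always enough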; note: strong numbers were not always called active
MsrA act – activators of bovine methionine sulfoxide reductase A; AID 602163; actives 0.3% (n = 360,000); activation, % at 10.6 µM; purified bovine MsrA, absorbance read-out; in the data active = activation above about 7.5%;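 note: 0% = vehicle and 100% = reference activator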
SKN-1 inh – blocks SKN-1 activity in C. elegans; C. elegans VP596 Pgst-4::GFP/RFP ratio, acrylamide-induced, 24 h; inhibition, % at 21.8 µM; actives 0.49% (n = 360,000); AID 624304;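 active = interference check ratio from 0.5 to 1.5 plus GFP to RFP signal ratio inhibition reaching or exceeding a fixed threshold, cut at about 30% in these data, passing the limit was not always enough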; note: some compounds called inactive have numbers as strong as hits
Tb MetRS inh – Trypanosoma brucei MetRS inhibition. actives 0.4% (n = 360,000). purified T. brucei MetRS, ATP depletion, Kinase-Glo luminescence. AID 624268. inhibition, % at 11.9 µM;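 active = inhibition above a per-plate cutoff of the control wells' mean inhibition plus 3 SD, cut at about 5.5% in these data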;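 note: 0% = DMSO wells median and 100% = median of wells with control inhibitor compound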
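Material – parasite MetRS enzyme · Medium – HEPES-MgCl2-KCl buffer plus DTT, spermine, BSA, pyrophosphatase · Reagent – ATP, methionine and E. coli bulk tRNA substrates · Times – 15 min enzyme-compound preincubation, 2 h reaction, 10 min detection, 25 °C · Measured by – luminescence of leftover ATP · Evaluation – percent inhibition relative to median high and low control wells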
Starred values were filed as active, the others as inactive; nt = not tested or not shown; & = joins results of further samples. Only part of the results is shown, so the mix of outcomes need not match the whole.

Start of the data: the first 2 compounds, to show the layout:
SMILES	MLLE-PAM2 inh	eLon inh	MsrA inh	MT1-MMP act inh	FAS-TE inh	CendR NRP1 mod	MsrA act	SKN-1 inh	Tb MetRS inh
Cc1c(C)c2ccc(OCC(=O)N3CCC(C(=O)O)(c4ccccc4)CC3)cc2oc1=O	-2.7	-0.9	1.1	-1.3	-4.3	4.3	-1.1	1.9	1.2
C/C(CCc1c[nH]c2ccccc12)=N\O	-19.2	2.9	-0.2	1.5	-9.2	8.7	-3.2	2.8	0.0

The list itself, previewed entries included:
SMILES	MLLE-PAM2 inh	eLon inh	MsrA inh	MT1-MMP act inh	FAS-TE inh	CendR NRP1 mod	MsrA act	SKN-1 inh	Tb MetRS inh
Cc1c(C)c2ccc(OCC(=O)N3CCC(C(=O)O)(c4ccccc4)CC3)cc2oc1=O	-2.7	-0.9	1.1	-1.3	-4.3	4.3	-1.1	1.9	1.2
C/C(CCc1c[nH]c2ccccc12)=N\O	-19.2	2.9	-0.2	1.5	-9.2	8.7	-3.2	2.8	0.0
CNP(=O)(Oc1ccccc1)OC12CC3CC(CC(C3)C1)C2 (configuration not stated)	-14.3	-0.6	-0.4	-3.6	-0.1	-11.6	-2.3	1.9	-0.6
Cc1nc2ccccc2c(=O)n1-c1ccc(Cl)cc1[N+](=O)[O-]	3.9	8.7	1.1	1.8	-1.7	-5.8	-1.4	-2.6	-0.4
COc1cccc(Oc2c(C)oc3cc(OC(=O)N(C)C)ccc3c2=O)c1	0.0	-6.3	0.0	4.2	-0.3	1.2	-0.7	11.1	-0.7
CC[C@H](OC(C)=O)C(C[C@H](C)N(C)C)(c1ccccc1)c1ccccc1	-14.5	-13.7	1.0	-3.2	1.6	2.6	-3.2	0.3	-0.8
COc1ccccc1-n1c(O)c(C=NCCCn2ccnc2)c(=O)[nH]c1=O	-12.0	-1.6	1.2	-1.1	-5.9	10.9	-1.5	22.4	-0.2
CN(C)CC1CSCCC1(O)c1ccccc1 (configuration not stated)	0.3	1.1	0.7	3.3	-4.4	-10.6	-1.4	3.6	-0.5
CCOC(=O)CNC(=O)N1Cc2cc(-c3ccc(OC)cc3)ccc2-n2nncc2C1	-5.0	-3.3	0.1	1.9	-2.4	-1.8	-2.1	9.9	0.8
Cc1ccc(NP(=O)(Nc2ccc(C)cc2)Oc2ccccc2)cc1	-5.4	-1.4	-0.5	-2.9	15.1	8.0	-2.8	-5.9	-1.0
CN(Cc1ccccc1)Cc1ccccc1OC(=O)N(C)C	-6.2	-5.6	0.0	-5.0	-7.6	16.3	-2.1	-17.0	0.1
COc1ccc(N=Cc2c(O)n(Cc3cccs3)c(=O)[nH]c2=O)cc1	11.9	-9.5	-1.1	1.5	-8.2	13.1	-4.1	0.7	-0.4
Cc1cc(C)c(NC2=NCCS2)cc1C	-44.2	4.8	-0.4	3.0	-53.3	1.2	3.0	16.0	-0.2
CCCCC(=O)N/N=C/c1c(O)n(CC)c(=S)[nH]c1=O	-6.9	-3.7	2.7	4.1	-7.3	5.2	-2.1	0.9	-0.4
COC(=O)C1=C(c2cccc(OCc3ccccc3)c2)C[C@@H]2CC[C@H]1N2C(=O)NCc1ccccc1C(F)(F)F	3.9	0.4	1.0	-3.6	18.4	4.8	-9.3	6.7	-0.3
O=C(O)c1ccc2c(c1)C1C(Cl)C(Sc3ccccc3[N+](=O)[O-])CC1C(c1cccc([N+](=O)[O-])c1)N2 (configuration not stated)	13.3	1.6	nt	5.7	-82.0	17.3	-4.7	1.6	4.2
Cc1ccc(NC(=O)c2cn(CCC#N)nc2-c2ccc3c(c2)OCCO3)c([N+](=O)[O-])c1	-3.7	1.9	0.5	7.7	-3.2	-8.6	-4.7	-1.1	-0.1
Cc1c(C=C2C(=O)N(C)C(=S)N(C)C2=O)c2ccccc2n1CC(=O)NCC1CCCO1 (configuration not stated)	-41.0	-32.2	-1.4	5.6	-1.3	-36.3	-1.3	30.4	-0.2
C[C@H](CO)N1C[C@H](C)[C@@H](CN(C)C(=O)Oc2ccc3ccccc3c2)OCc2cnnn2CCCC1=O	7.5	-5.4	-0.9	-2.8	-7.3	-4.4	-0.8	3.6	-0.5
Cc1ccc(-c2nc3ccccc3c(=O)n2-n2cccc2)cc1	-11.1	-4.7	2.8	-0.2	-2.2	-2.3	-7.9	-3.1	-0.6
COC(=O)C1=C(c2cccc(C#N)c2)C[C@@H]2CC[C@H]1N2C(=O)NCCOc1ccccc1Cl	-4.6	0.1	-0.8	1.2	6.1	-0.1	-0.9	14.4	0.5
O=C1NC(=O)C(CCc2ccncc2)(Cc2ccc3c(c2)OCO3)C(=O)N1CCc1ccccc1 (configuration not stated)	2.7	-11.9	-0.7	-8.8	3.8	-12.3	-10.1	-6.7	-1.7
Oc1ccc(C2NCc3ccccc3-n3cccc32)cc1Cl (configuration not stated)	-11.1&8.2	-0.7&-5.7	-0.3&0.7	-4.0&-1.1	-0.6&1.0	-2.5&3.1	-4.5&-1.2	5.4&2.7	-0.9&-0.4
Cc1cc(-c2ccccc2)cc(C)[n+]1Cc1ccccc1	-8.5	-4.4	-0.9	0.3	-13.0	10.6	-3.2	-6.2	0.2
CC1CCCN(C(=O)CN2C3CCC2CC(O)(c2ccc(F)cc2)C3)C1 (configuration not stated)	18.1	3.3	0.4	-4.8	-0.9	13.6	-4.7	-2.2	-0.1
COc1ccc(OC)c(N2Cc3ccccc3C2=N)c1	9.1	-8.5	-0.7	-0.3	-6.4	-3.2	-5.1	-5.7	0.1
CCC1(CC)C(=N)N(C)C(=O)NC1=O	-4.8	-13.7	-1.9	-1.3	-10.5	7.4	0.5	3.3	-0.9
CCCCCC(=O)N[C@@H](c1ccccc1)[C@@H](O)C(=O)O[C@H]1C[C@@]2(O)[C@@H](OC(=O)c3ccccc3)C3[C@](C)(C(=O)[C@H](O)C(=C1C)C2(C)C)[C@@H](OC1OCC(O)C(O)C1O)C[C@H]1OC[C@@]31OC(C)=O (some centres not stated)	2.8	-14.7	0.7	-7.4	11.6	-21.0	-1.2	-5.0	-1.8
CCOc1ccc(-c2cc(C)[n+](CCc3ccc(OC)c(OC)c3)c(-c3ccc(OCC)cc3)c2)cc1	0.6	1.7	2.8	-33.1	-12.8	6.4	-2.4	-19.3	1.0
CC(NCc1ccc(Cl)c(Cl)c1)C(O)c1ccccc1 (configuration not stated)	7.0	-11.9	0.9	0.5	4.5	-3.5	-0.6	8.4	-0.5
Cc1nc2nc(C)c(CCC(=O)N3CCC4(CC3)OCCO4)c(C)n2n1	-7.9	1.6	-1.1	4.0	-7.9	-1.2	-8.0	-9.8	-1.5
CC(=O)Nc1ccc(OC(=O)N(C)c2ccc(C)cc2)cc1	-9.6	-4.0	0.1	0.9	-3.8	4.7	0.5	0.0	-0.2
O=[P+](Cc1ccccc1)Cc1ccccc1	-5.6	-5.9	0.2	1.4	-3.9	20.7	-0.6	4.3	-0.4
Cc1cc(C)c(-n2c(O)c(/C=N/N3CCCCC3c3cccnc3)c(=O)[nH]c2=O)c(C)c1 (configuration not stated)	-94.0	-23.2	1.0	-19.2	-4.9	-76.2	-1.0	5.7	-0.2
Cc1cc(/C=C2\C(=O)NC(=O)N(c3cccc(F)c3)C2=O)c(C)n1-c1cc(C(=O)O)cc(C(=O)O)c1	-7.5	-29.0	1.4	-9.2	-0.6	-97.6	-3.0	7.4	0.7
COC(=O)C1=C(c2ccccc2)C[C@@H]2CC[C@H]1N2C(=O)NCCCOC(C)C	6.3	-13.7	-0.2	0.9	-9.7	5.9	-1.0	9.6	-0.1
O=C1/C(=C/c2ccncc2)N2CCC1CC2	2.6	8.0	-0.7	-2.1	-3.5	-2.7	-0.8	-0.7	-0.4
O=C1C=C2C=C[C@@H]3CC2(O1)[C@H]1CCCCN31	-7.6	-1.9	-0.8	2.4	-2.3	6.3	-1.2	-11.2	-0.5
Cc1cc(N2C(=O)C3CCCN3C2c2ccc(Cl)c(Cl)c2)no1 (configuration not stated)	-1.8	-9.2	0.4	3.3	1.7	7.2	-2.6	-1.1	-0.2
CN(C)C(=O)Oc1ccc2nnc3ccnn3c2c1	4.0	-13.1	1.3	-3.1	-10.0	-8.3	-1.6	1.7	-0.8
Cc1ccc(C2=NN(CCC(=O)N3CCC4(CC3)OCCO4)C(=O)CC2)cc1	-1.4	2.1	-0.8	1.7	-1.8	14.7	-2.0	-3.1	-0.3
O=C(NN=Cc1ccc(N(CCCl)CCCl)cc1)C(=O)c1c[nH]c2ccccc12	-4.3	0.3	6.0*	-5.1	17.6	4.8	-8.1	-1.8	0.3
CCOC(=O)N1CCN(C(C)C(=O)c2c[nH]c3ccccc23)CC1 (configuration not stated)	-2.2	1.1	0.4	6.0	-13.0	-13.5	-13.5	-41.0	0.6
O=[N+]([O-])c1ccc(-[n+]2c(-c3ccccc3)cc(-c3ccccc3)cc2-c2ccccc2)cc1	7.7	5.9	1.2	5.4	1.9	1.7	0.0	-3.8	1.0
C/C=C/CC1(CC)C(=O)NC(=S)NC1=O	18.4	4.7	0.7	-6.7	-4.0	9.9	-1.6	-4.1	0.6
CC(C)CN1Cc2ccccc2-n2nncc2C1	7.5	2.5	-1.0	1.1	-7.7	1.8	-2.4	2.2	-0.6
C=C1C(=O)O[C@@H]2C[C@@H](C)[C@H]3C=CC(=O)[C@]3(O)C[C@@H]12	-16.2	-0.7	0.1	7.6	0.3	-13.3	-1.6	0.6	-0.2
COC(=O)C1=C(c2cccc(OCc3ccccc3)c2)C[C@@H]2CC[C@H]1N2C(=O)NCc1cccc(OC)c1	4.6	-8.4	-0.6	-3.2	18.9	0.5	-0.7	11.1	-0.3
CC(C)(C)n1cc(C(=O)c2ccc3ccccc3c2O)cn1	6.5	-6.1	2.8	-0.8	18.6	5.3	-6.6	-1.5	-1.1
CC(=O)O[C@]1(C)C(=O)OC/C2=C/CN(C)CCC(OC(=O)[C@@](O)(C(C)O)C[C@H]1C)C2=O (some centres not stated)	5.3	0.1	1.1	1.2	-5.4	4.8	4.3	-11.7	-0.3
COc1c(C)cc(C(=O)C2CCCN(Cc3cnc(C)s3)C2)cc1C (configuration not stated)	11.4	0.9	-0.3	4.7	10.0	-13.6	-3.5	6.5	-0.3
C[N+]1=C(/C=C/Nc2ccccc2)C(C)(C)c2ccccc21	-18.0	-1.2	2.9	37.8*	-17.8	-13.9	-8.9	50.2	-0.7
CC1(C(=O)O)CC12c1ccccc1-c1ccccc12 (configuration not stated)	-12.2	-3.9	0.8	1.8	-3.9	3.3	-2.7	23.8	0.2
Cc1cccc2c(CCN)c[nH]c12	7.8	-1.0	-1.5	0.8	-3.7	8.2	-2.8	3.2	0.4
O=P(O)(O)Oc1ccccc1P(=O)(c1ccccc1)c1ccccc1	2.2	-3.2	0.3	3.1	-8.5	-0.7	-4.1	14.1	-1.2
Fc1ccccc1N1CCN(Cc2ccc3c(c2)OCO3)CC1	-7.6	4.1	0.7	2.2	1.5	-6.2	-4.8	0.2	-0.4
COc1ccc2c3c1OC1C(O)C=CC4C(C2)[N+](C)(C)CCC341 (configuration not stated)	-31.6	-1.1	-1.1	-3.2	-5.2	-4.4	-0.8	-0.1	0.3
